Bioassay records deposited in PubChem BioAssay by Southern Research Specialized Biocontainment Screening Center.
Large T inhibition – SV40 large T antigen inhibitors, biochemical (AID 1903); actives 0.39% (n = 310,000); SV40 large T antigen ATPase/helicase inhibition assay; higher % means a stronger effect; inhibition, % at 20 µM, or IC50 in µM where a hit was titrated; in the data active = a potency from the dose series; inconclusive = inhibition mostly from about 32% at the one dose, without a potency; inactive = the rest, 99 in 100 with inhibition below about 32%; note: strong numbers were not always called active
MgcRacGAP inhibition – MgcRacGAP GTPase-activating activity inhibitors, confirmation, biochemical, ADP Hunter fluorescence | MgcRacGAP-stimulated Rac1 GTP hydrolysis, ADP Hunter fluorescence; higher % means a stronger effect; GST-tagged Rac1 F28L mutant substrate | inhibition, % at 30 µM; hits with a dose series show IC50 in µM | AID 624330, 2012 | actives 0.6% (n = 340,000);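 active = first-screen hits whose inhibition reached a set limit at any dose in the follow-up dose series; inconclusive = inhibition above the set first-screen limit but never retested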;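 note: fluorescence reports GDP produced by GAP-driven GTP hydrolysis; strong numbers were not always called active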
The depositor's hits bear a star; ? = inconclusive. Not all compounds are listed; count on the stated rates, not on these rows.

Sample of the layout, 5 compounds:
Large T inhibition	MgcRacGAP inhibition	mol
1%	1%	O=NN(CCCl)C(=O)NCCCl
11%	7%	CC(=O)c1c(C)[nH]c(C(=O)OCC(=O)N(C)c2c(N)n(Cc3ccccc3)c(=O)[nH]c2=O)c1C
7%	5%	O=C(CSc1nc(=O)n(CCCN2CCOCC2)c2c1CCC2)Nc1ccc(F)cc1F
6%	4%	CC1CCC2(CC1)NC(=O)N(CC(=O)NC1(C#N)CCCCC1)C2=O (centres undefined)
32%	12%	CC(OC(=O)c1cccc(-n2cnnn2)c1)C(=O)Nc1ccc(N(C)C)cc1 (centres undefined)

The list itself, repeating the preview:
Large T inhibition	MgcRacGAP inhibition	mol
1%	1%	O=NN(CCCl)C(=O)NCCCl
11%	7%	CC(=O)c1c(C)[nH]c(C(=O)OCC(=O)N(C)c2c(N)n(Cc3ccccc3)c(=O)[nH]c2=O)c1C
7%	5%	O=C(CSc1nc(=O)n(CCCN2CCOCC2)c2c1CCC2)Nc1ccc(F)cc1F
6%	4%	CC1CCC2(CC1)NC(=O)N(CC(=O)NC1(C#N)CCCCC1)C2=O (centres undefined)
32%	12%	CC(OC(=O)c1cccc(-n2cnnn2)c1)C(=O)Nc1ccc(N(C)C)cc1 (centres undefined)
13%	10%	Cc1noc(C)c1CSCC(=O)N(C)CC(=O)Nc1ccccc1Br
5%	6%	O=C(COc1ccc(-c2nnco2)cc1)Nc1ccc(C(F)(F)F)cc1
21%	5%	CCC(C)Sc1ccc([C@H]2N[C@@](Cc3ccccc3)(C(=O)OC)[C@H]3C(=O)N(CC)C(=O)[C@@H]23)cc1 (some centres undefined)
20%	7%	O=C(COc1ccc(F)cc1)Nc1nnc(C2CC2)s1
23%	1%	CCCN(CC(=O)Nc1ccccc1OC)C(=O)c1cccc(S(=O)(=O)Nc2ccc(OC)cc2)c1
5%	4%	COc1ccc(C(=O)COC(=O)c2cc(=O)[nH]c3ccccc23)c(OC)c1
9%	8%	COc1ccc(C(CNC(=O)c2ccc(NS(=O)(=O)c3ccc(F)c(C)c3)cc2)N(C)C)cc1 (centres undefined)
10%	7%	CCOC(=O)C1=C(C)N(C)C(=O)NC1c1cccc([N+](=O)[O-])c1 (centres undefined)
16%	10%	CCCCNC(=O)c1c(CSc2ccc(Cl)cc2)noc1C(=O)NCCC
13%	7%	Cc1ccc(S(=O)(=O)N2CCOCC2)cc1C(=O)OC(C)C(=O)c1ccccc1 (centres undefined)
15%	6%	CCOc1ccc(OCCC(=O)OCC(=O)Nc2ccc(Cl)cn2)cc1
15%	3%	O=C(NCc1ccncc1)c1ccc(S(=O)(=O)Nc2ccccc2)cc1
14%	-1%	Cc1cccc(NC(=O)c2cccc(S(=O)(=O)NCc3ccccc3)c2)n1
18%	9%	CCN(CC)c1ccc(S(=O)(=O)N2CCOCC2)cc1NC(=O)COC(=O)c1cccnc1SC
7%	5%	CC1CN(S(=O)(=O)c2cccc(C(=O)N(CCc3ccccc3)Cc3ccccc3)c2)CC(C)O1 (centres undefined)

5 of these compounds, set out differently.
Results follow in this order: Large T inhibition	MgcRacGAP inhibition
COc1ccc(C(=O)COC(=O)c2cc(=O)[nH]c3ccccc23)c(OC)c1
    5%	4%
CCN(CC)c1ccc(S(=O)(=O)N2CCOCC2)cc1NC(=O)COC(=O)c1cccnc1SC
    18%	9%
CCOc1ccc(OCCC(=O)OCC(=O)Nc2ccc(Cl)cn2)cc1
    15%	6%
CCOC(=O)C1=C(C)N(C)C(=O)NC1c1cccc([N+](=O)[O-])c1 (centres undefined)
    10%	7%
CC1CN(S(=O)(=O)c2cccc(C(=O)N(CCc3ccccc3)Cc3ccccc3)c2)CC(C)O1 (centres undefined)
    7%	5%

Continuation.
Large T inhibition	MgcRacGAP inhibition	mol
8%	1%	CCCCn1c(N)c(N(CCOC)C(=O)COC(=O)COc2cccc(C(C)=O)c2)c(=O)[nH]c1=O
4%	0%	CC(=O)N1CCN(C(=O)c2ccc(S(=O)(=O)Nc3cccc(C(F)(F)F)c3)cc2)CC1
>100µM*	9%	Cc1ccc(S(=O)(=O)N2[C@@H](c3ccc(Cl)cc3)C(C(=O)O)=CC[C@H]2c2ccc(Cl)cc2)cc1
24%	10%	O=C(Oc1ccc(F)cc1)c1ccc2c(=O)n3c(nc2c1)CCC3
9%	2%	CCN(CC(=O)NCc1cccs1)C(=O)c1ccc(NS(=O)(=O)c2cccc([N+](=O)[O-])c2)cc1
11%	10%	Cc1cc(=O)[nH]c2nnc(SCC(=O)N3CC(C)OC(C)C3)n12 (centres undefined)
16%	10%	CN(C)/N=C/C=C1\CC/C(=C\c2ccc(F)c(F)c2)C1=O
25%	3%	CN(CC(=O)Nc1ccccc1Cl)C(=O)CSC(=S)N1CCCC1
13%	1%	CC(C)COc1ccc(C(=S)N2CCCC2)cc1
8%	6%	COc1ccc(-c2cccc(NC(=O)c3cccs3)c2)nn1
1%	11%	COCCNC(=O)C1CCN(S(=O)(=O)c2ccc3c(c2)OCCO3)CC1
14%	2%	Nc1ccc(C(=O)OCC(=O)NC(=O)c2ccccc2)cc1[N+](=O)[O-]
13%	2%	Cc1ccc(CN2CC(C(=O)Nc3cc(C)ccn3)CC2=O)cc1 (centres undefined)
14%	9%	O=C(Nc1nc(-c2ccc(Cl)cc2)cs1)C1=COCCO1
10%	7%	O=C(NCC(c1ccco1)N1CCCC1)c1cccc(NS(=O)(=O)c2ccccc2)c1 (centres undefined)
12%	8%	O=C(NCCc1ccccc1)c1ccc2c(c1)S(=O)(=O)c1ccccc1C2=O
7%	5%	Cc1ccc(C)c(OCCC(=O)OCC(=O)NC(=O)NCc2ccccc2)c1
10%	-1%	O=C(NCCCN1CCOCC1)C1Nc2ccc(OC(F)(F)F)cc2C2C=CCC12 (centres undefined)
11%	5%	COc1ccc(C(CNC(=O)COc2cc(C)ccc2Cl)N2CCCCC2)cc1 (centres undefined)
11%	2%	COc1cccc(CC(=O)OCC(=O)Nc2nnc(-c3ccccc3)o2)c1
11%	-1%	COc1ccccc1NC(=O)Nc1nc(CC(=O)Nc2cccc(F)c2)cs1
6%	11%	CC(C)(C)C(=O)N1CCN(S(=O)(=O)c2ccc3c(c2)OCCCO3)CC1
-1%	1%	CCOC(=O)C1=C(COC(=O)COc2ccc(Br)cc2)NC(=O)NC1C (centres undefined)
3%	5%	O=C(COC(=O)/C=C/c1cccc(Cl)c1)Nc1ccc2[nH]c(=O)[nH]c2c1
2%	3%	CC(C)=CCc1c(O)ccc(C2COc3c(CC=C(C)C)c(O)cc(O)c3C2=O)c1O (centres undefined)
29%	5%	O=C(O)Cn1nnc(-c2ccc(OCc3ccccc3)cc2)n1
12%	3%	CCN(Cc1ccccc1)C(=O)c1ccc2c(=O)n3c(nc2c1)CCC3
-2%	0%	CCCCc1nnc(NC(=O)c2oc3ccc(OC)cc3c2C)s1
8%	4%	COc1ccc(S(=O)(=O)N2CCC3(CC2)OCCN3S(=O)(=O)c2ccc(OC)cc2)cc1
32%	13%	COc1ccc(C)cc1Nc1n[n+](-c2ccccc2)c(-c2c(OC)ccc3ccccc23)s1
7%	-2%	O=C(CCC1CCCCC1)NCCS(=O)(=O)N1CCN(c2ccccc2)CC1
9%	-2%	O=c1cc(-c2ccccc2)nc2cc(-c3ccc(F)cc3)[nH]n12
1%	3%	Nc1ccc(C(=O)N2CCN(S(=O)(=O)c3ccc(Br)cc3)CC2)cc1[N+](=O)[O-]
9%	8%	O=C(NCC(c1ccco1)N1CCCC1)c1cccc(NS(=O)(=O)c2ccc(Br)cc2)c1 (centres undefined)
5%	2%	Cc1ccc(NC(=O)C(=O)NCC2CCCN2S(=O)(=O)c2cccs2)c(C)c1 (centres undefined)
13%	4%	CCc1cc(C(=O)NCC(c2cccs2)N2CCOCC2)sc1C (centres undefined)
16%	3%	COc1ccccc1OCC(=O)Nc1nc(-c2ccc(S(=O)(=O)N3CCOCC3)cc2)cs1
4%	8%	COC(C/C=C/[C@H](O)[C@H](C)OCc1ccccc1)OC
35%	9%	O=C(COC(=O)CSc1ccc([N+](=O)[O-])cc1)NCc1cccs1
-4%	7%	COc1cc(F)c(C(=O)NC(C)(C)CO)cc1OC
-8%	3%	c1ccc([C@H]2CN3CCSC3=N2)cc1
5%	9%	CC(=O)Nc1ccc(S(=O)(=O)NC2CC(=O)N(c3ccc(C)cc3)C2)cc1 (centres undefined)
2%	3%	CC(C)(O)c1ccccc1CC[C@@H](SCC1(CC(=O)O)CC1)c1cccc(/C=C/c2ccc3ccc(Cl)cc3n2)c1
8%	2%	CCN1C(=O)[C@@H]2[C@@H](c3ccc(-c4ccc(Cl)c(Cl)c4)cc3)N3CCCC[C@@]3(C(=O)OC)[C@@H]2C1=O
6%	7%	CCOc1ccc(N2CC(NS(=O)(=O)c3cccs3)CC2=O)cc1 (centres undefined)
6%	3%	Cc1ccc(C)c(SCC(=O)OCC(=O)NCCNC(=O)COC(=O)CSc2cc(C)ccc2C)c1
8.6µM*	?	CN1CCN(S(=O)(=O)c2ccc(N3CCN(c4ccc(O)cc4)CC3)c([N+](=O)[O-])c2)CC1
10%	4%	CC(C)C(C(=O)Nc1ccccc1F)N1C(=O)c2ccccc2C1=O (centres undefined)
-3%	6%	O=C(OCc1ccc([N+](=O)[O-])cc1)C1CC(=O)N(CCc2ccccc2)C1 (centres undefined)
16%	0%	Cc1ccc(SCC(=O)OCC(=O)N(C)CC(=O)Nc2ccc(F)cc2)cc1

(cont.)
Large T inhibition	MgcRacGAP inhibition	mol
22%	5%	Cc1cc(O)c2c(c1)C(=O)c1cc(O)cc(O)c1C2=O
10%	5%	Cc1cccc(NC(=O)CN2C(=O)NC3(CCCC3)C2=O)n1
5%	1%	CCCCN1CC[C@H]2C=CC[C@@H](C(=O)N3CCOCC3)[C@H]2C1=O
7%	12%	O=c1cc(-c2ccccc2)nc(Sc2ccc([N+](=O)[O-])cc2[N+](=O)[O-])[nH]1
20%	8%	Cc1ccnc(NC(=O)CCC(=O)c2cc(C)sc2C)c1
13%	-2%	OCc1ccc(-c2nn(Cc3ccccc3)c3ccccc23)o1
2%	5%	O=C1CCc2cc(S(=O)(=O)Nc3cccc(F)c3)cc3c2N1CC3
8%	3%	CC12CCC(=O)N1C(C(=O)NNC(=O)c1ccccc1)CS2 (centres undefined)
14%	-2%	O=C(CN1C(=O)NC2(CCCC2)C1=O)OCCOc1ccccc1Cl
25%	3%	CCOc1ccccc1NC(=O)CSc1nc(=O)n(CCN2CCOCC2)c2c1CCCC2
-1%	1%	CSc1ncccc1C(=O)NNC(=O)c1ccc(NS(=O)(=O)c2cccs2)cc1
8%	9%	CC(C)(CNC(=O)c1cccc(S(=O)(=O)Nc2ccc(Br)cc2)c1)N1CCOCC1
16%	11%	CC(CC(=O)O)NCC1COc2ccccc2O1 (centres undefined)
5%	6%	COc1cc(C(=O)Nc2cc(C(F)(F)F)ccc2N2CCOCC2)ccc1OCC(=O)N1CCOCC1
11%	0%	Cc1cc(NC(=O)C(C)SCC(=O)OC(C)C(=O)Nc2ccc(F)cc2Cl)no1 (centres undefined)
5%	9%	CCC(Oc1ccccc1)C(=O)Nc1ccc(C)c(S(=O)(=O)N2CCOCC2)c1 (centres undefined)
16%	1%	CC1CCCN(C(=O)c2ccc(NS(=O)(=O)c3cccc([N+](=O)[O-])c3)cc2)C1 (centres undefined)
1%	3%	CCOC(=O)c1ccccc1NC(=O)CN1C(=O)NC(C)(CCc2ccccc2)C1=O (centres undefined)
1%	11%	COc1ccc(C)cc1S(=O)(=O)N(C)CC(=O)N1CCCCC1
16%	8%	COC(=O)C1(C)NCCc2c1[nH]c1ccccc21 (centres undefined)
10%	4%	COc1ccc(CN(C)C(=O)C2CCN(C(=O)Nc3ccccc3)CC2)cc1
0%	-1%	CCC(C)Sc1cccc(-c2nc3cc(C)ccn3c2NCc2ccccc2)c1 (centres undefined)
20%	-1%	CC(Sc1nnc(NC2CCCCC2)s1)C(=O)N1CCOCC1 (centres undefined)
8%	9%	O=C(NN=C1c2ccccc2-c2ccccc21)c1ccccc1
4%	6%	NC(=O)c1ccc(Cn2c(C(=O)c3cc(Cl)c(N)c(Cl)c3)c3ccccc3[n+]2[O-])cc1
-7%	5%	C[N+](C)(C)CCOC(N)=O
9%	14%	Cc1ccc(C(=O)C(C)OC(=O)Cn2cnc3c2c(=O)n(C)c(=O)n3C)cc1 (centres undefined)
2%	3%	CC[C@]12CCCN3CCc4c(n(c5ccccc45)C(=O)C1)[C@@H]32
13%	9%	Cc1cccc(NC(=O)C2CCN(S(=O)(=O)c3c(C)c(C)cc(C)c3C)CC2)n1
14%	10%	O=C(Nc1ccncc1)c1cccc(S(=O)(=O)N2CCOCC2)c1
10%	2%	Cc1ccc(C)c(S(=O)(=O)N2CCCC2CNC(=O)c2ccc([N+](=O)[O-])cc2)c1 (centres undefined)
9%	1%	O=C(COC(=O)Cc1ccc(Cl)cc1)Nc1ccc2[nH]c(=O)[nH]c2c1
5%	2%	CCN(CC(=O)Nc1ccc(NC(C)=O)cc1)C(=O)c1cc(S(=O)(=O)N2CCCCCC2)ccc1OC
14%	1%	O=C(NCCCN1CCOCC1)c1cc(-c2ccccc2)nc2ccccc12
3%	3%	CCC1(CC)C(=O)C2=C3C1[C@H](C(=O)OC)C=C(C(=O)OC)C[C@H]3n1c(=O)n(C)c(=O)n1[C@H]2C (some centres undefined)
10%	8%	Cc1ccc(C(=O)c2ncc[nH]2)cc1
9%	8%	Cc1noc(C)c1CSCC(=O)N(C)CC(=O)Nc1ccc(Cl)c(Cl)c1
5%	6%	CCCCC(=O)Nc1ccc(NC(=O)c2cccs2)cn1
